hcDAF12 agonist: activators of H. contortus DAF-12 nuclear receptor. HEK293 hcDAF-12 lit1-tk-luc reporter, luminescence; 0% DMSO, 100% Δ7-dafachronic acid. 370,000 compounds, 1.4% hits. activation, % at 6.8 µM. AID 652067;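 active = activation above the mean of all tested compounds plus 3 SD, cut at about 5.5% in these data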;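 note: 100% = response to 3 µM Δ7-dafachronic acid high control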
HGIII-sPLA2 inh: Inhibits HGIII-sPLA2 liposome hydrolysis, primary screen. inhibition, % at 12.2 µM. QFRET BODIPY PC-A2 liposome hydrolysis, fluorescence. AID 743126. 370,000 compounds, 0.56% hits. Q9NZ20;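 active = inhibition above mean plus 3 SD of compounds lying within the high and low control bounds, cut at about 19% in these data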;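 note: 0% = median of test compound wells and 100% = no enzyme DMSO wells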
Target sequence (Q9NZ20 whole entry, looked up): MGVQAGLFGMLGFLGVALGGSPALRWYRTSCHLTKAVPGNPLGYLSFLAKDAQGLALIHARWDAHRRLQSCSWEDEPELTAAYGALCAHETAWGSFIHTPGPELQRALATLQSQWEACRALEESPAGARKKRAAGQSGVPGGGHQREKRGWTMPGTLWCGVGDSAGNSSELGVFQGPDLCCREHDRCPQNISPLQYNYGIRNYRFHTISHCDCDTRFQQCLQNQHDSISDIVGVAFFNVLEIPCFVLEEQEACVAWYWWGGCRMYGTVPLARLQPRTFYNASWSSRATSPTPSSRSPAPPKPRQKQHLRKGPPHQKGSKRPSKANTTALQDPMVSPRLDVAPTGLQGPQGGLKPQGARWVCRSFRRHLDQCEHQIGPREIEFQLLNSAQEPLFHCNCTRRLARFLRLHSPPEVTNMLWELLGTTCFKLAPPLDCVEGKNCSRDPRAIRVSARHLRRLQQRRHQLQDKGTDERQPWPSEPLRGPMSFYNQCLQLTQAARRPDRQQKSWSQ
NPR2 activator: GC-B (human) receptor activation; AID 1920062; HEK293-GC-B cells, CNP EC30, cGMP TR-FRET; 0% at EC30 CNP, 100% saturating CNP; activation, % at 10 µM; 370,000 compounds, 0.11% hits;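 active = activation at 10 µM reaching about 35% in either raw or pattern-adjusted values, limit read from the data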
SMARCA2 activ: increases SMARCA2 function in MMTV reporter cells. MG213 cells, MMTV-luciferase reporter, dexamethasone, overnight. activation, % at 9.1 µM. 370,000 compounds, 1% hits. AID 652017; in the data active = activation above about 7.8%;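 note: 0% = vehicle wells and 100% = reference activator wells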
DAX1 inh-1: inhibits human nuclear receptor DAX1. P51843. HEK293 Gal4-DAX1 luciferase reporter, luminescence. inhibition, % at 6.75 µM. 340,000 compounds, 0.99% hits. AID 504766;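 active = inhibition above the mean over all tested compounds plus 3 SD, cut at about 4.2% in these data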;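 note: 0% = DAX1-transfected cells with DMSO and 100% = empty-vector control cells with DMSO; inhibition shows as a rise in luminescence from relieved DAX1 repression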
Target sequence (P51843 207-470 limits assumed): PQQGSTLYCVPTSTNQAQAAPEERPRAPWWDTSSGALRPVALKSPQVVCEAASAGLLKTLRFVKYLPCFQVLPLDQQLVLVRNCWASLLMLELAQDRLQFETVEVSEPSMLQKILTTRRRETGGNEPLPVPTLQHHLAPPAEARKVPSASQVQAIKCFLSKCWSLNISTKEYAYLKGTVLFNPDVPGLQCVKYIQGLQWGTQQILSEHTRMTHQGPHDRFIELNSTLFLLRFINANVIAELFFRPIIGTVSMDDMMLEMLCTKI
DAX1 inh-2: blocks DAX1 repression of SF-1 activated StAR promoter | HEK293T StAR-luciferase reporter, SF-1/DAX-1 repression relief | 370,000 compounds, 1.1% hits | inhibition, % at 6.8 µM | AID 652010;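 active = inhibition above the mean over all tested compounds plus 3 SD, cut at about 3.6% in these data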;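 note: 0% = DAX-1 cells with DMSO and 100% = cells lacking DAX-1 with DMSO; higher inhibition means more luminescence from relief of DAX-1 repression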
hgDAF-12 ag: activates the H. glycines DAF-12 receptor ligand-binding domain; HEK293 GAL4-hgDAF12 UAS-luciferase reporter, agonist luminescence; normalized to butyrate control; activation, % at 6.8 µM; 370,000 compounds, 1.8% hits; AID 687014;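 active = activation above a cutoff set at the mean of all screened compounds plus 3 SD, cut at about 10% in these data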;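 note: 0% = DMSO wells and 100% = sodium butyrate wells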
GC-A act: GC-A (human) enzyme activation | P16066 | HEK293 GC-A cells, cGMP TR-FRET, EC30 ANP; 0% at EC30 ANP, 100% saturating ANP | activation, % at 10 µM | 370,000 compounds, 0.14% hits | AID 1671463; in the data active = activation above about 40%
GAA850 FXN act: increases GAA850 frataxin promoter reporter activity; 360,000 compounds, 0.56% hits; AID 540364; activation, % at 6 µM; HEK293 lucGAA850 FXN promoter luciferase reporter, 24 h; percent of 10 µM SAHA response;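 active = activation above the average of all compounds screened plus 3 SD, cutoff fixed separately per campaign, cut at about 7.5% in these data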;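 note: 0% = DMSO wells and 100% = 10 µM SAHA wells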
KLK7 zymogen act: proKLK7 (human) activation, primary screen; purified proKLK7, EDANS-DABCYL substrate fluorescence; 100% is mature enzyme control, 0% vehicle; P49862; 370,000 compounds, 0.9% hits; AID 652039; activation, % at 7 µM;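 active = activation above the mean of all tested compounds plus 3 SD, computed per campaign excluding outliers beyond control limits, cut at about 13% in these data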
Target sequence (P49862 whole entry, looked up): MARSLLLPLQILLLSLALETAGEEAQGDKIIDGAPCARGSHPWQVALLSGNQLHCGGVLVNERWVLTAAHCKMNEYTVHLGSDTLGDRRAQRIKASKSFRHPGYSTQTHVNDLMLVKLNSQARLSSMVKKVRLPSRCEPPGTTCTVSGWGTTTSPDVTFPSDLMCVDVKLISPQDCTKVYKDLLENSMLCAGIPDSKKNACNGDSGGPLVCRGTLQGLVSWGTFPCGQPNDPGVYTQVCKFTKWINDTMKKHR
ssDAF12 agonist: S. stercoralis DAF-12 activation, primary screen; HEK293 ssDAF-12/GRIP1 lit1-tk-luc reporter, luminescence; % of 3 µM dafachronic acid response; activation, % at 6.8 µM; 370,000 compounds, 1% hits; AID 652126;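 active = activation above the mean over all tested compounds plus 3 SD, cut at about 0.9% in these data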;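 note: 0% = DMSO-only wells and 100% = 3 µM delta7-dafachronic acid wells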
Starred values were filed as active, the others as inactive; / = no result given; & = joins results of further samples.

SMILES | hcDAF12 agonist | HGIII-sPLA2 inh | NPR2 activator | SMARCA2 activ | DAX1 inh-1 | DAX1 inh-2 | hgDAF-12 ag | GC-A act | GAA850 FXN act | KLK7 zymogen act | ssDAF12 agonist
CC(C)N(C(=O)[C@H]1CC(CC(=O)NCc2cccc(C(F)(F)F)c2)C(=O)N2CCc3c([nH]c4ccccc34)[C@]12C)C(C)C (stereo not given in full) | -2.5 | 2 | 2 | -2 | -0.2 | 1.2 | -1.2 | 0 | -7.2 | -0.7 | -1.4
O=C(O)CCC(=O)N1CCc2cc(S(=O)(=O)N3CC=C(c4ccccc4)CC3)ccc21 | 1.2 | -3 | 3 | -2 | -0.2 | -0.3 | -1.3 | 3 | 0.9 | -0.1 | -0.6
COc1ccc(Cc2c(O)nc(SCC(=O)N3CCCCCC3)[nH]c2=O)cc1 | 0.4 | 1 | -3 | -1 | -0.3 | 0.4 | -1.7 | 3 | 0.4 | 0.7 | -1.7
Cc1cccc(N(CC(=O)NC2CCCC2)C(=O)CCCC(=O)Nc2ccccn2)c1 | -1.5 | -5 | -1 | 0 | 2.4 | 0.5 | 2.0 | 0 | -2.3 | 0.3 | -1.2
NC(=O)C1CCN(C(=O)CCC(=O)c2ccc(Br)cc2)CC1 | -0.4 | 9 | -10 | -4 | 0.7 | 0.8 | 3.5 | 1 | 2.1 | 0.0 | -0.7
COC(=O)c1cc(NC(=O)CC2CCCC2)cc(C(=O)OC)c1 | -0.9 | 5 | 4 | -5 | -1.0 | -0.3 | -2.7 | -8 | -0.8 | 0.1 | -1.2
CCOC(=O)N1CCN(c2ccc(C(F)(F)F)cn2)CC1 | -1.6 | -3 | -4 | 7.9* | 0.8 | -0.1 | 1.4 | 0 | 2.8 | -0.2 | -0.8
CC(C)CCNC(=O)NC(=O)COC(=O)c1cc(S(=O)(=O)N2CCOCC2)ccc1N1CCCCC1 | -0.6 | -3 | 4 | -1 | 0.1 | 0.2 | -0.1 | 1 | 0.3 | 0.1 | -1.1
Cc1ccc(C(C)C)c(OCC(=O)NN=C2CCCC2)c1 | -0.1 | -6 | 2 | -1 | 0.2 | 0.1 | 2.4 | 3 | 0.6 | 0.7 | -1.9
Cc1ccc(NC(=O)CCNS(=O)(=O)c2ccc3c(c2)CCC(=O)N3)c(Br)c1 | 0.2 | 2 | 0 | -1 | -0.3 | 0.1 | -1.1 | 0 | 0.0 | -0.4 | -1.3
O=C1c2ccccc2NC(c2ccc([N+](=O)[O-])cc2)N1O (stereo not given) | -0.1 | -6 | -1 | 4 | -0.2 | 0.1 | 2.9 | 1 | -1.4 | 0.0 | -0.8
Cc1cc(C(=O)NC(CC(C)C)C(=O)O)cc(C)c1[N+](=O)[O-] (stereo not given) | 0.3 | -4 | 6 | 1 | -0.1 | -0.6 | -1.5 | 0 | -0.6 | -0.2 | -0.8
CC12CC(O)C3c4ccc(O)cc4CCC3C1CCC2=O (stereo not given) | -0.2 | -1 | 3 | 2 | 1.7 | 0.7 | 2.6 | 3 | -1.4 | 0.5 | -0.7
CC(C)C(=O)N1CCC1(C)C(=O)NS(=O)(=O)c1cccs1 (stereo not given) | -1.6 | -3 | 7 | 0 | / | 0.3 | -2.0 | 0 | -3.3 | 0.1 | -0.7
CN(C)CC(C)(C)CNS(=O)(=O)c1ccc(Cl)c(Cl)c1 | -1.8&0.2 | 2&-1 | 4&-3 | -3&-1 | -0.6&-0.5 | 0.7&0.7 | -4.2&0.3 | -1&1 | 2.9&3.4 | 0.3&-0.7 | -0.5&-1.2
N#Cc1ccc(CSc2nc(N)cc(=O)[nH]2)cc1 | -0.5 | -8 | -3 | 2 | 0.5 | -0.1 | -2.4 | -5 | -1.2 | 0.4 | -1.1
CCOC(=O)/C(=N\NC(=O)c1ccccc1)c1ccccc1 | 1.4 | -3 | -1 | 4 | 1.5 | 0.3 | 4.6 | -2 | -0.2 | 0.0 | -0.3
COCCN(CCOC)C(=O)[C@@H](Cc1ccccc1)NC(=O)[C@H]1O[C@@H](n2ccc(N)nc2=O)[C@H](O)[C@@H]1O | -1.6 | -7 | -5 | 0 | / | 0.5 | 1.7 | -2 | / | 0.1 | -0.9
COC(=O)CN1C(c2ccccc2O)Nc2ccc(Br)cc2C1c1ccccc1 (stereo not given) | -1.1 | -3 | -12 | 2 | -0.7 | 0.3 | -3.6 | -29 | 2.6 | 0.2 | -1.5
CCNC(=S)NNC(=O)c1csc2c1CCC(C)C2 (stereo not given) | -0.6 | 12 | 2 | -2 | -0.3 | -0.4 | 1.2 | 3 | 0.0 | -0.7 | -0.7
C=CCN(c1ccccc1)S(=O)(=O)c1cccc(C(=O)NCC(c2ccc(F)cc2)N2CCOCC2)c1 (stereo not given) | -1.7 | -1 | 2 | -1 | -3.0 | -2.9 | -4.2 | 2 | -9.2 | 0.3 | -1.5
CC1=C(C(=O)N(C(C)C)C(C)C)CC(CC(=O)NC(c2ccccc2)c2ccccc2)C(=O)N1CCC1=CCCCC1 (stereo not given) | 0.4 | -2 | 2 | -4 | / | 1.7 | 0.5 | -2 | / | 0.6 | -0.8
O=C(Nc1ccc(-n2nncc2-c2ccco2)cc1)c1cccc(F)c1 | -2.2 | -11 | -3 | -1 | -0.7 | -0.8 | 1.2 | 1 | -2.3 | 0.9 | -2.2
COc1ccc(Cl)cc1NC(=O)CN(c1ccccc1)S(=O)(=O)N(C)C | -1.3 | -8 | -6 | 2 | -0.8 | 0.3 | 0.4 | -11 | -0.9 | 0.1 | -1.1
Cc1csc(SCC(=O)N2CCN(S(=O)(=O)c3ccc(Cl)cc3)CC2)n1 | 0.3 | 3 | -13 | -3 | 0.2 | -0.3 | -0.8 | -29 | 0.0 | 0.4 | -0.4
Additional structures:
SMILES | hcDAF12 agonist | HGIII-sPLA2 inh | NPR2 activator | SMARCA2 activ | DAX1 inh-1 | DAX1 inh-2 | hgDAF-12 ag | GC-A act | GAA850 FXN act | KLK7 zymogen act | ssDAF12 agonist
O=C(O)Cn1nnc(-c2ccc(OCc3ccccc3Cl)cc2)n1 | -2.3 | -13 | 6 | 1 | 0.0 | 0.3 | 2.6 | 5 | / | 0.1 | -0.1
COC(=O)c1ccc(OCC(O)Cn2nnc3ccccc32)cc1 (stereo not given) | 3.9 | -4 | 1 | 3 | 0.1 | 1.0 | 5.7 | 1 | 6.3 | 0.3 | -0.9
CC(=O)c1cccc(NC(=O)Cn2cc3c(n2)CCCC3)c1 | 3.1 | 9 | -3 | 1 | 1.5 | -0.5 | -0.8 | 3 | -0.3 | 0.0 | -0.1
C[C@H](CO)N1C[C@H](C)[C@@H](CN(C)Cc2ccc(Cl)c(Cl)c2)Oc2c(NC(=O)Cc3ccccc3)cccc2C1=O | -2.6 | -49 | -10 | 1 | -0.1 | -0.8 | -1.7 | -6 | -11 | -0.4 | -1.7
CN(CCC#N)C(=O)CSc1nnc(-c2ccco2)n1N | -0.4 | -2 | 2 | 0 | -0.3 | 0.1 | -3.5 | 1 | -0.3 | -0.3 | -0.2
COc1ccc(C(=O)c2c3ccc([N+](=O)[O-])cc3[n+]([O-])n2CCCC(N)=O)cc1 | -2.6 | 4 | 1 | -1 | -1.9 | -0.7 | -3.2 | 1 | 0.1 | -1.3 | -1.4
Nc1nc(-c2c(Cl)cccc2Cl)no1 | 0.1 | 4 | 1 | -2 | 0.7 | 0.0 | 0.2 | 3 | 2.9 | -0.3 | -1.3
CCCOc1ccccc1NC(=O)c1ccc([N+](=O)[O-])cc1 | -0.9 | 1 | -2 | -5 | 0.8 | -0.2 | -0.5 | 0 | 1.5 | 0.8 | -1.6
O=C(N/N=C/c1ccc(O)cc1)c1csc2c1CCCC2 | -2.6 | -13 | -1 | 1 | 0.0 | 0.8 | 11* | -2 | 2.5 | -0.8 | -1.3
CCc1nc(CNC(=O)C2CCC(=O)N(Cc3ccccc3F)C2)no1 (stereo not given) | -0.1 | 7 | 2 | -3 | 0.4 | 0.0 | -0.8 | 1 | 1.0 | -0.3 | -1.1
Cn1c(=O)[nH]c(=O)c2c1nc(Br)n2C/C=N/NC(N)=S | -0.3 | -1 | 8 | -2 | / | -0.4 | 1.5 | 1 | / | 0.3 | -1.9
Cc1nnc(NC(=O)CSc2nnc(Cc3cccn3C)n2CCc2ccccc2)s1 | 0.0 | -17 | -3 | -4 | 3.7 | 0.2 | 0.1 | -4 | -3.2 | 0.1 | -0.8
O=C(CCc1nc2ccccc2[nH]1)Nc1ccc2c(c1)OCO2 | -0.8 | -1 | -2 | 1 | -0.2 | -0.2 | 1.6 | 1 | 0.5 | -0.6 | -1.2
CCOC(=O)C1CCN(C(=O)COC(=O)CNC(=O)c2sc3ccccc3c2Cl)CC1 | -0.1 | 3 | 0 | 1 | 1.3 | -1.1 | -1.2 | 2 | 0.5 | -0.9 | -0.5
O=C(NC(Cc1c[nH]c2ccccc12)C(=O)OCC(=O)c1cccc2ccccc12)c1cccs1 (stereo not given) | 6.1* | -62 | 1 | -2 | 0.5 | -0.1 | 3.1 | -6 | -0.5 | -5.8 | -1.1
O=C(CSc1nnc2c(n1)[nH]c1ccccc12)NCc1ccccc1F | -0.6 | -1 | -1 | 2 | -0.6 | -0.3 | 0.1 | 0 | -1.2 | -0.6 | -0.8
Cc1noc(C)c1COc1ccc(C(=O)Nc2nnc(CC(C)C)s2)cc1 | -0.9 | -6 | -1 | -3 | -1.0 | -2.2 | -0.9 | -4 | -0.4 | -0.3 | -1.5
O=C(NCCCOc1ccc([N+](=O)[O-])cc1Cl)OCc1ccccc1 | -0.1 | -21 | 0 | 7 | 1.3 | -0.6 | 2.9 | 1 | 1.1 | 0.2 | -0.9
C=CCn1c(N)c(C(=O)Nc2ccc(C)c(C)c2)c2nc3ccccc3nc21 | -2.0 | 6 | / | 1 | 0.5 | 0.0 | 0.0 | / | 0.3 | -0.1 | -1.4
CC1CCc2c(C(=O)Oc3cccc(-n4cnnn4)c3)csc2C1 (stereo not given) | 0.3 | -14 | -4 | 0 | 0.0 | -0.1 | -0.1 | -5 | 2.9 | 0.0 | -1.6

Compound profiles (already shown).
COc1ccc(C(=O)c2c3ccc([N+](=O)[O-])cc3[n+]([O-])n2CCCC(N)=O)cc1 across the screens: hcDAF12 agonist: -2.6; HGIII-sPLA2 inh: 4; NPR2 activator: 1; SMARCA2 activ: -1; DAX1 inh-1: -1.9; DAX1 inh-2: -0.7; hgDAF-12 ag: -3.2; GC-A act: 1; GAA850 FXN act: 0.1; KLK7 zymogen act: -1.3; ssDAF12 agonist: -1.4
O=C(CCc1nc2ccccc2[nH]1)Nc1ccc2c(c1)OCO2 across the screens: hcDAF12 agonist: -0.8; HGIII-sPLA2 inh: -1; NPR2 activator: -2; SMARCA2 activ: 1; DAX1 inh-1: -0.2; DAX1 inh-2: -0.2; hgDAF-12 ag: 1.6; GC-A act: 1; GAA850 FXN act: 0.5; KLK7 zymogen act: -0.6; ssDAF12 agonist: -1.2

From PubChem
